Source: PubChem (several laboratories)
bIAP inh: intestinal alkaline phosphatase (bovine) inhibition; purified bovine IAP, CDP-star luminescence, 30 min; inhibition, % at 20 µM; 190,000 tested, under 10 active; AID 1019;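 active = over 50% inhibition of intestinal alkaline phosphatase at 20 µM in the single-dose screen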
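Assay system: bovine IAP enzyme; medium: DEA buffer 100 mM, pH 9.8, with MgCl2 1.0 mM, ZnCl2 0.02 mM; doses: 20 µM single dose; incubation: enzyme reaction for 30 min at room temperature; detection: CDP-star luminescence signal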
TNAP inh hiacc: inhibitors of human TNAP at high phosphate acceptor concentration; P05186; purified TNAP, CDP-star luminescence, 1 M DEA; inhibition, % at 20 µM; hit rate 0.03% among 200,000;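 active = over 50% inhibition of tissue-nonspecific alkaline phosphatase at 20 µM in the single-dose screen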;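 note: plate controls were DMSO wells for no effect and EDTA-quenched wells as full inhibition for full effect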
Target sequence (P05186 whole entry, looked up): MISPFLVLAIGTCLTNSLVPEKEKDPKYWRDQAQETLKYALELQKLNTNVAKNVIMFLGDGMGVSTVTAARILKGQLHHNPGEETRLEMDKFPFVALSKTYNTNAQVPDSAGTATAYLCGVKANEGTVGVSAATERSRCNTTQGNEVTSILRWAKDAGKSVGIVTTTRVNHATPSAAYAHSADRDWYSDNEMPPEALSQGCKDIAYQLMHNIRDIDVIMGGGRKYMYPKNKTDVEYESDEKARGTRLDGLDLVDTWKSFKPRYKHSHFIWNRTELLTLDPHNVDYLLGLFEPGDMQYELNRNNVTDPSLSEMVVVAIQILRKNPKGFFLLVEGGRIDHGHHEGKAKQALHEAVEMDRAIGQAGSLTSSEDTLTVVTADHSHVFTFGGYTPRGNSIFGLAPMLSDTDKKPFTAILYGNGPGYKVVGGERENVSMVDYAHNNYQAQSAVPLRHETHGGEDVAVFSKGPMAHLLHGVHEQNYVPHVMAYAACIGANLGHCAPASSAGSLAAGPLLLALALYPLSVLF
Efa HMGR inh: blocks class II HMG-CoA reductase of Enterococcus faecalis. inhibition, % at 10 µM. AID 1066. hit rate 0.41% among 190,000. purified E. faecalis HMGR, NADPH absorbance 340 nm kinetic;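 active = inhibition above a set limit, the median over all tested compounds plus 3 SD, cut at about 9.5% in these data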;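 note: enzyme runs in reverse so mevalonate oxidation gives rising NADPH absorbance; 0% = complete reaction with DMSO and 100% = background rate lacking mevalonate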
TNAP inh no acc: inhibitors of human TNAP without phosphate acceptor. inhibition, % at 20 µM. purified TNAP, CDP-star luminescence, 30 min. hit rate 0.26% among 200,000. AID 1012;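 active = tissue-nonspecific alkaline phosphatase inhibition above about 50% at 20 µM in the single-dose screen, limit read from the data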;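 note: 0% = DMSO negative control and 100% = EDTA positive control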
PPARg SRC-1 ag: PPARgamma-driven SRC-1 recruitment agonism; AID 631; hit rate 0.41% among 200,000; PPARgamma-SRC-1 coactivator recruitment biochemical assay; activation, % at 8 µM; in the data active = activation above about 19%;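 note: 0% = DMSO and 100% = reference agonist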
Target sequence (P37231 whole entry, looked up): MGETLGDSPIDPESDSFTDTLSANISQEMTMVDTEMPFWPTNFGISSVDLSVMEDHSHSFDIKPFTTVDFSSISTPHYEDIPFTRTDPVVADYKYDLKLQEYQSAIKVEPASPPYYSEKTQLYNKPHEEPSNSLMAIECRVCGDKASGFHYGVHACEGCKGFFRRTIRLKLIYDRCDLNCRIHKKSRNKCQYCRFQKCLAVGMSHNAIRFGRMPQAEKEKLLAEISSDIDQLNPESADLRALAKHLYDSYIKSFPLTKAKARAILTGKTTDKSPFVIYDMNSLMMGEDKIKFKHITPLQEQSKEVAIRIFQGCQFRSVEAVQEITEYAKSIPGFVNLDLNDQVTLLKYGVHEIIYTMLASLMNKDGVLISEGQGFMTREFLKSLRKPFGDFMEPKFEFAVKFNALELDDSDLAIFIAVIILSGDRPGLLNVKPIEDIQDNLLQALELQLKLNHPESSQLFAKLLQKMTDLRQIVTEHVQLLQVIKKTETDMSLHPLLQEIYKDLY
PPARg SRC3 recr: promotes SRC-3 coactivator recruitment by human PPARgamma. AID 731. hit rate 0.26% among 200,000. activation, % at 8 µM. P37231. biochemical PPARgamma/SRC-3 coactivator recruitment assay; in the data active = activation above about 23%;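 note: 0% = DMSO and 100% = reference agonist; some compounds past the cut are filed as inactive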
PPARg SRC-2 ag: agonists of SRC-2 recruitment by human PPARgamma; PPARgamma LBD-SRC-2 recruitment, biochemical; hit rate 0.34% among 200,000; activation, % at 8 µM; AID 1032; P37231; in the data active = activation above about 22%;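 note: 0% = vehicle and 100% = reference agonist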
TNAP act hiacc: TNAP (human) activation, high acceptor; P05186; purified TNAP, CDP-star luminescence, 1 M DEA, 30 min; active compounds read high; 0 = EDTA background, 1 = DMSO-only activity; activation factor at 20 µM; 200,000 tested, under 10 active;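 active = activation factor at least 2 at 20 µM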
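Control set: EDTA negative control, DMSO positive control / Assay system: human TNAP / Quantity: TNAP 1/800 final / Evaluation: TNAP activation factor scaled between EDTA and DMSO control wells / Measured by: luminescent substrate turnover signal / Compound dosing: one dose, 20 µM / Times: 30 min enzyme reaction at room temperature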
bIAP act: increases bovine intestinal alkaline phosphatase activity. activation factor at 20 µM. purified bovine IAP, CDP-star luminescence, 30 min; active compounds read high; fold of DMSO-control signal, blank-subtracted. hit rate 0.17% among 200,000. AID 1016;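 active = activation factor of 2 or more at 20 µM, a signal rise over negative controls twice the positive control's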
TR-FRET SRC-2 ct: counter-screen for PPARgamma SRC-2 recruitment agonists: TR-FRET artefact; active compounds read high; TR-FRET ratio at 8 µM; hit rate 0.4% among 200,000; AID 1049; in the data active = TR-FRET ratio above about 2000; note: inactives centre near 1500
Active calls of the source: *; · = no result given.

The opening 2 entries (preview)
Results follow in this order: bIAP inh	TNAP inh hiacc	Efa HMGR inh	TNAP inh no acc	PPARg SRC-1 ag	PPARg SRC3 recr	PPARg SRC-2 ag	TNAP act hiacc	bIAP act	TR-FRET SRC-2 ct
COc1ccc(OCC(=O)Nc2cccc(C(C)=O)c2)cc1
  14	-6	-6	-12	3	-6	0	1.1	0.9	1566
CC(C)=C1C2CCC1C1C(=O)N(c3nccs3)C(=O)C21 (stereo not drawn)
  16	-3	-2	-20	6	6	8	1	0.8	1820

Main list (from the top)
Results follow in this order: bIAP inh	TNAP inh hiacc	Efa HMGR inh	TNAP inh no acc	PPARg SRC-1 ag	PPARg SRC3 recr	PPARg SRC-2 ag	TNAP act hiacc	bIAP act	TR-FRET SRC-2 ct
COc1ccc(OCC(=O)Nc2cccc(C(C)=O)c2)cc1
  14	-6	-6	-12	3	-6	0	1.1	0.9	1566
CC(C)=C1C2CCC1C1C(=O)N(c3nccs3)C(=O)C21 (stereo not drawn)
  16	-3	-2	-20	6	6	8	1	0.8	1820
Cn1c(=O)c2cc(S(=O)(=O)N3CCC(c4ccccc4)CC3)ccc2n(C)c1=O
  -3	7	-6	2	-7	6	4	0.9	1	1531
Cc1oc(CC(C)C)cc1C(=O)Nc1cccc2ccccc12
  0	-5	1	-18	4	-1	-4	1	1	1393
Cc1ccsc1/C=N/n1c(-c2ccccn2)n[nH]c1=S
  12	5	-4	27	8	4	13	0.9	0.9	1698
COc1ccc(C2=NO[C@@H]3C(=O)N(Cc4ccccc4)C(=O)[C@H]23)cc1OC
  13	-9	2	-2	2	14	5	1.1	0.9	1742
CCOc1ccc(S(=O)(=O)N(C)c2ccc(OCC(=O)NCC3CCCO3)cc2)cc1 (stereo not drawn)
  -12	-1	-4	-5	5	0	1	1	1.1	1508
COc1ccc(-c2c(=O)n(OCc3ccccc3[N+](=O)[O-])c3ccccc3[n+]2[O-])c(OC)c1
  -6	0	-4	-8	-2	2	3	1	1.1	1551
CC1CCCN(C(=O)CN2C(=O)c3ccccc3C2=O)C1 (stereo not drawn)
  5	-10	-3	-14	0	15	6	1.1	0.9	1496
COc1cc(NC(=O)c2cc(C)on2)cc(OC)c1OC
  5	-1	1	-5	-2	9	4	1	0.9	1500
Cc1ccccc1NC(=O)c1sc2nc[nH]c(=O)c2c1C
  12	1	-2	-2	5	10	8	1	0.9	1681
CC1CC(=O)C2=C(C1)Nc1ccccc1SC2c1ccc(F)cc1 (stereo not drawn)
  9	-4	6	-2	1	0	5	1	0.9	1483
CCc1ccc(-c2cc(C(F)(F)F)n3nc(C(=O)Nc4cnn(Cc5ccc(C)cc5)c4)cc3n2)s1
  14	0	-5	-10	7	13	10	1	0.9	1785
O=C1CN(C(=O)COc2ccccc2F)c2ccccc2N1
  -23	-4	-6	-8	10	4	-3	1	1.2	1627
CC1(C)CC(=O)c2sc(NC(=O)CN3CCOCC3)nc2C1
  11	-2	-3	-10	-2	3	10	1	0.9	1436
CS(=O)(=O)NCCSc1nnnn1-c1ccccc1
  9	-6	-3	-16	0	-9	0	1.1	0.9	1446
CCCC(C)NC(=O)CSc1nnc(-c2c[nH]c3ccccc23)o1 (stereo not drawn)
  4	-2	0	-4	-2	5	9	1	1	1682
COc1ccc2c(c1)-c1c(ssc1=S)C(C)(C)N2S(=O)(=O)c1ccc(C)cc1
  24	9	-7	8	0	3	7	0.9	0.8	1438
CCCCNC(=S)N(C)/N=C/c1c(F)c(F)c(F)c(F)c1F
  8	-7	-7	-10	2	0	15	1.1	0.9	1766
Cc1ccccc1CNC(=O)c1ccccc1NS(C)(=O)=O
  -23	-5	-4	-10	-2	5	4	1.1	1.2	1605
COc1ccc2c(C=O)cn(C)c2c1
  2	-1	-2	0	-3	5	3	1	1	1563
CN(C(=O)c1ccccc1C(=O)OCC(=O)NCc1ccccc1)C1CCCCC1
  14	0	-2	-10	-7	0	-7	1	0.9	1312
CCOC(=O)N1CCN(C(=O)CCl)CC1
  -12	1	-7	-4	4	3	-3	1	1.1	1641
CN(C)S(=O)(=O)c1cccc(NC(=S)NCc2ccco2)c1
  18	-1	-2	-5	4	3	8	1	0.8	1656
O=C(NCc1cccnc1)C1CCCN(S(=O)(=O)c2ccc(Br)cc2)C1 (stereo not drawn)
  -1	-8	-5	-9	2	-7	8	1.1	1	1615
COc1ccc(N2CSC3=C(C#N)C(c4cccc(OC)c4OC)CC(=O)N3C2)cc1 (stereo not drawn)
  9	-2	1	-10	6	6	-3	1	0.9	1622
CC(C)NC(=O)Nc1ccc(Br)cc1Cl
  0	-7	-2	-8	-2	-3	-5	1.1	1	1361
COc1ccc(CNC(=O)CN(Cc2ccccc2)C(=O)c2csnn2)cc1
  18	-6	0	-9	8	9	1	1.1	0.8	1685
O=C(NCC1COc2ccccc2O1)c1ccco1 (stereo not drawn)
  11	-7	-1	-14	6	7	9	1.1	0.9	1572
CC(=O)Nc1cccc2c1C(=O)N(c1ccc(OC(C)=O)cc1)C2=O
  0	-3	-6	-9	7	0	3	1	1	1713
O=C(CC1NCCNC1=O)Nc1cccc([N+](=O)[O-])c1 (stereo not drawn)
  -8	-6	2	-10	0	6	12	1.1	1.1	1625
COc1cccc(CSc2nc3ccccc3cc2C=O)c1
  19	-2	-4	-6	-5	-5	-3	1	0.8	1350
O=[N+]([O-])c1cc(CN2CCOCC2)c2cccnc2c1O
  -20	7	1	-6	4	4	14	0.9	1.2	1745
Clc1ccc(OCCN2CCN(c3ncnc4sccc34)CC2)cc1
  5	-4	3	-6	-6	-1	-2	1	0.9	1524
CCCc1cc(-c2nc(-c3ccc(Br)cc3)cs2)ccn1
  14	0	-9	-11	2	8	3	1	0.9	1592
CC(C)(Oc1ccc(Cl)cc1)C(=O)N1CCC(C(N)=O)CC1
  -14	-4	-1	0	5	-1	0	1	1.1	1690
CC(C)(CSc1nncn1N)NS(=O)(=O)c1ccc(Cl)cc1
  5	-2	-1	-9	3	6	9	1	0.9	1529
Cc1cc(C(=O)NNC(=S)NC(=O)/C=C/c2ccccc2Cl)n[nH]1
  -27	0	-1	-61	-3	9	3	1	1.3	1650
Cc1cc(C)c(C)c(S(=O)(=O)N2CCC(C(=O)Nc3ccccc3N3CCOCC3)CC2)c1C
  -1	4	1	-5	-1	2	1	1	1	1544
CC(NC(=O)c1ccc(F)cc1)C(=O)NC1=NCCS1 (stereo not drawn)
  4	-3	-6	-15	-1	-5	-11	1	1	1362
Cc1cc2c(cc(C(=O)NCCCN3CCOCC3)n2Cc2ccc(Cl)cc2)o1
  -15	-4	-2	-8	8	-2	10	1	1.1	1576
CCOc1ccc(OCC)c(NC(=O)CN2CCC(NC(=O)c3cccc(F)c3)CC2)c1
  -22	-1	-2	-12	0	0	-1	1	1.2	1523
Cc1ccc(NC(=O)C2CC(Cl)=CCC2C(=O)O)c([N+](=O)[O-])c1 (stereo not drawn)
  12	0	-9	-3	-9	6	-6	1	0.9	1301
COC(=O)CCCc1nc2ccccc2s1
  3	-1	-4	-7	-5	1	2	1	1	1533
CC(C)N1CCC(=NNc2ccc([N+](=O)[O-])cc2S(=O)(=O)N2CCOCC2)CC1
  3	10	-4	8	3	-1	3	0.9	1	1769
Cn1cc(S(=O)(=O)CC(=O)Nc2ccc3c(c2)OCO3)c2ccccc21
  3	3	-8	-8	-3	-7	-2	1	1	1551
Cc1cc(Cl)c(S(=O)(=O)N2CCN(c3ccc(F)cc3)CC2)cc1OCC(=O)NC1CCCCC1
  -10	-8	-4	-20	1	14	9	1.1	1.1	1743
COc1cccc2cc(C(=O)C3=C(O)C(=O)N(CCN(C)C)C3c3ccc(F)cc3)oc12 (stereo not drawn)
  6	-7	5	-10	12	23	22	1.1	0.9	1931
Cc1onc(-c2ccccc2Cl)c1C(=O)NNC(=O)c1nn(C)cc1Cl
  -33	-9	-4	-66	10	3	8	1.1	1.3	1531
O=C(O)c1ccc(N2CC3CC(C2)c2cccc(=O)n2C3)c(NC(=S)Nc2ccc(Cl)cc2Cl)c1 (stereo not drawn)
  4	-2	0	-4	4	-1	-4	1	1	1493
CCOC(=O)c1c(NC(=O)CSc2nc3ccccc3o2)sc(C)c1C
  17	1	-3	-3	-4	5	1	1	0.8	1450
O=C(CSc1ccc(F)cc1)Nc1ccccc1Br
  12	-6	-7	-4	2	0	-3	1.1	0.9	1651
Cc1cc(N2CCOCC2)nc2ccc(NC(=S)N3CCCCC3C)cc12 (stereo not drawn)
  -31	-1	2	1	7	2	7	1	1.3	1628
CC(C)(C)n1nnnc1C(c1cccnc1)N1CCN(c2ccccc2)CC1 (stereo not drawn)
  6	0	-5	-5	4	1	4	1	0.9	1754
Cc1cccc(N=C2CSC(=O)N2)c1
  7	-4	-7	1	7	4	1	1	0.9	1730
CCc1nnc(NC(=O)c2csc3c2CCC(C)C3)s1 (stereo not drawn)
  21	-2	-2	-3	-2	0	-4	1	0.8	1584
Clc1ccc(CSc2nnc([C@@H]3CCCN3)o2)cc1Cl
  11	-5	1	6	1	14	6	1	0.9	1505
COc1ccc(OC)c(N2CC(O)(c3ccccc3)[N+]3=C2SCCC3)c1 (stereo not drawn)
  -7	-6	0	-5	-5	1	-3	1.1	1.1	1484
CN(CCC#N)C(=O)COC(=O)c1ccc(Cl)cc1O
  4	1	-3	-6	11	-1	0	1	1	1704
CN(C1CCCCC1)S(=O)(=O)c1ccc(NC(=O)Cn2nc(-c3ccc(F)cc3)ccc2=O)cc1
  10	-1	-4	-6	3	2	10	1	0.9	1494

Remaining list, next part.
Results follow in this order: bIAP inh	TNAP inh hiacc	Efa HMGR inh	TNAP inh no acc	PPARg SRC-1 ag	PPARg SRC3 recr	PPARg SRC-2 ag	TNAP act hiacc	bIAP act	TR-FRET SRC-2 ct
NS(=O)(=O)c1ccc(N=Cc2c(O)c3ccccc3oc2=O)cc1
  2	-5	1	-10	8	-4	2	1	1	1574
NNc1nc(Nc2ccccc2)nc(N2CCCCC2)n1
  40	-5	-6	3	2	-13	2	1.1	0.6	1498
CC(O)CNCCCOc1cccc(Oc2ccccc2)c1 (stereo not drawn)
  -14	-6	-5	-14	-2	1	0	1.1	1.1	1417
COc1cccc(NC(=O)CSC(N)=O)c1
  0	-2	-2	-12	0	4	7	1	1	1546
CSc1cccc(NC(=O)C(C)Sc2ccc(C)cc2)c1 (stereo not drawn)
  ·	-2	-2	-14	1	-2	5	1	0.5	1746
CC(C)C(NC(=O)C(c1ccccc1)c1ccccc1)c1nc2ccccc2[nH]1 (stereo not drawn)
  8	-4	4	-11	-8	-1	1	1	0.9	1282
CCCN1CNC(=S)N(CC2CCCO2)C1 (stereo not drawn)
  -11	-6	-2	-7	-4	2	-5	1.1	1.1	1331
COc1ccccc1NC(=O)c1ccc(NC(=O)COC(=O)C2CCCO2)cc1 (stereo not drawn)
  -7	1	0	-4	-2	-2	9	1	1.1	1874
CCCOC(=O)CSC1=C(C#N)C(c2ccccc2OC)C(C#N)C(=O)N1 (stereo not drawn)
  -3	-3	3	-8	4	7	14	1	1	1492
O=[N+]([O-])c1ccc(C[n+]2cccc3ccc4cccnc4c32)cc1
  0	-4	-1	-4	3	3	6	1	1	1448
